High-throughput results (PubChem BioAssay)
mHTT CaM bind – inhibitors of human mutant huntingtin-calmodulin interaction. actives 3.6% (n = 190,000). inhibition, % at 15 µM. AlphaScreen His-mHTT/GST-CaM binding, luminescence. P42858. AID 1671202;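 further: 0% = both proteins with DMSO and 100% = one protein alone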
Target sequence (P42858 whole entry, looked up, stated change not applied): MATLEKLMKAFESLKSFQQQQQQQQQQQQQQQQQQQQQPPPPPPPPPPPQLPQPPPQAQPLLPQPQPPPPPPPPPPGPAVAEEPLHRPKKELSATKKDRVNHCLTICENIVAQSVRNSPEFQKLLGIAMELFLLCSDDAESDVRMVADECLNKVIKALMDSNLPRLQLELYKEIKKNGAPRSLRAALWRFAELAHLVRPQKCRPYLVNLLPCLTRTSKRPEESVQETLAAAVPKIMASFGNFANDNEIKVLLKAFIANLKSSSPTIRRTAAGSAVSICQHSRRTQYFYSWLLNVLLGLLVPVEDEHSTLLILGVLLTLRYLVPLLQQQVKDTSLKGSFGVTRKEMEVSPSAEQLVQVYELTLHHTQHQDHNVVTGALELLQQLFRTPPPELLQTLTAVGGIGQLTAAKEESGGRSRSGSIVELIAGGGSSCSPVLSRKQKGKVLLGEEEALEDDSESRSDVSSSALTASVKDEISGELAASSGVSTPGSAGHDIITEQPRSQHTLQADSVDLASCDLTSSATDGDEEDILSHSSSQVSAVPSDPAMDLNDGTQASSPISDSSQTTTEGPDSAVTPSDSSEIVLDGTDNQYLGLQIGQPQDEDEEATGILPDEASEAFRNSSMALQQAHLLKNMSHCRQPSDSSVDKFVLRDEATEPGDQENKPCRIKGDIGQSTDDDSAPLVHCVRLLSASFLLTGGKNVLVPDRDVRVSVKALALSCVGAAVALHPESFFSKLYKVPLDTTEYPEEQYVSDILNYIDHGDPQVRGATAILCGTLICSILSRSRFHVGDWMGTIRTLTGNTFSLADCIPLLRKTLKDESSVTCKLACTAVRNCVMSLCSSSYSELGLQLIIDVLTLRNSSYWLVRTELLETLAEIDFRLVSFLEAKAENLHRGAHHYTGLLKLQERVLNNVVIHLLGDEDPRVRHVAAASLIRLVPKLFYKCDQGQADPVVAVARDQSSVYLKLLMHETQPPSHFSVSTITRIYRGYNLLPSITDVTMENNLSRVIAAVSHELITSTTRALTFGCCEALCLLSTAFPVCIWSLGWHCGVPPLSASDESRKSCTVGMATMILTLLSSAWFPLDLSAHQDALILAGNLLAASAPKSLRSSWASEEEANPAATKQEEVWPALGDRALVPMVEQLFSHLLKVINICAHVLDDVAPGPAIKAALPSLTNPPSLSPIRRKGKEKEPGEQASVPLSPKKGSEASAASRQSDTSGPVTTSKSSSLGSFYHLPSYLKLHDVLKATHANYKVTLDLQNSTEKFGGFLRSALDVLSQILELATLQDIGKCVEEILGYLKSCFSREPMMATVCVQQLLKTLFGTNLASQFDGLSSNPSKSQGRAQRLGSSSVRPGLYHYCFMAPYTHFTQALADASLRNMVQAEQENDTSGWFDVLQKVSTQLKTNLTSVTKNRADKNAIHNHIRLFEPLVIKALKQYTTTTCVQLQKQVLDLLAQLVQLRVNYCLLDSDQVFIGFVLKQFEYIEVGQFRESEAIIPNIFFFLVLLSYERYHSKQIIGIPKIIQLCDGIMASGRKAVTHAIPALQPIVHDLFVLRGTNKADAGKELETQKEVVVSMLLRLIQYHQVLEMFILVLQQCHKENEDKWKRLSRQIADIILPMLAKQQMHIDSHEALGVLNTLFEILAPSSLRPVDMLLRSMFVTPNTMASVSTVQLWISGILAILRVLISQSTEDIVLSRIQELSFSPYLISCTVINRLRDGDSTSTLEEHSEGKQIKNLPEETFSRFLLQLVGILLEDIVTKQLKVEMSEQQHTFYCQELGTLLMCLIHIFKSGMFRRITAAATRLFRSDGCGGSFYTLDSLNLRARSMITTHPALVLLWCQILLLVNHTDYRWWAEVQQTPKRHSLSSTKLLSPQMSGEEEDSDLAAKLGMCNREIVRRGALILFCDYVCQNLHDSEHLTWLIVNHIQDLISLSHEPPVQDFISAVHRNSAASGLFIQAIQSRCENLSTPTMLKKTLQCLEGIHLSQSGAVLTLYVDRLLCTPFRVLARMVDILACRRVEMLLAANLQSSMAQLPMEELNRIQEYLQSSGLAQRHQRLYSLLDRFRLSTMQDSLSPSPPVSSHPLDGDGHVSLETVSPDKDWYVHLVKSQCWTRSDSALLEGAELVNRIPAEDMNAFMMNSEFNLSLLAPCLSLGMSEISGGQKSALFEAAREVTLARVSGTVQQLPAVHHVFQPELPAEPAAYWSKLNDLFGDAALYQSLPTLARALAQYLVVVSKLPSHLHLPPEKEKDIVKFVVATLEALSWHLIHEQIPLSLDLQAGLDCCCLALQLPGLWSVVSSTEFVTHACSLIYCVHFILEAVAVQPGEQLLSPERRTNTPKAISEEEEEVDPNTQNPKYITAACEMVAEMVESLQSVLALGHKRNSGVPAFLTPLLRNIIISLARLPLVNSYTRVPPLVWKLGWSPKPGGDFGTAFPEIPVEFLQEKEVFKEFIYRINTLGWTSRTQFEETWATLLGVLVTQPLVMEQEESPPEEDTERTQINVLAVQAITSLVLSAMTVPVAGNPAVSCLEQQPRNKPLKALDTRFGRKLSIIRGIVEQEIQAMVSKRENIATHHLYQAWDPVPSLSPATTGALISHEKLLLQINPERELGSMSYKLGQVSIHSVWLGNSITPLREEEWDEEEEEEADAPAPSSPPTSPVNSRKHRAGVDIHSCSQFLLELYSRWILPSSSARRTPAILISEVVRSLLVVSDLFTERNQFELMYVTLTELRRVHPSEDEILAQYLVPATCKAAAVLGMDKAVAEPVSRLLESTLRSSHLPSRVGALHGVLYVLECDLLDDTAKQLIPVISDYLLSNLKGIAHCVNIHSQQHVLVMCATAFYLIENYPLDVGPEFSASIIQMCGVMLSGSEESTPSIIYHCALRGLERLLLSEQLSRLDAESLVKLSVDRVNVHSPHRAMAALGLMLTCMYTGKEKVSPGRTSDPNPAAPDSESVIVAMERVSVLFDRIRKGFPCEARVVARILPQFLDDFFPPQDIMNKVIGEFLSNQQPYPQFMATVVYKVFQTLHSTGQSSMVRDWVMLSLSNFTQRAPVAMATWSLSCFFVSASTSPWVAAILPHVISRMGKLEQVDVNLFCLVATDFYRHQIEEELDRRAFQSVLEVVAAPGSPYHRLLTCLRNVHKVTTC
Pf apPOL inh – Pf-apPOL DNA polymerase inhibition. Recombinant Pf-apPOL, molecular beacon fluorescence, 1.5 h. inhibition, % at 10 µM. actives 0.25% (n = 210,000). AID 1794808
The depositor's hits bear a star; x = not tested or not shown; & = joins results of further samples; ! = a repeat was not active. No stated cut-off is given here; in the data, active means inhibition above about 50%; inactive means the rest. The list is partial; the hit share may differ from the screen's.

Every second line gives: Pf apPOL inh	mHTT CaM bind
O=C(CC1CCCC1)N1CCC(CCOc2ccccc2)CC1
 : -1	-15
CCOc1ccc(C(=O)Nc2c3c(nn2C(C)(C)C)CSC3)cc1
 : -6	22
COc1ccccc1N1CCN(C(=O)CCn2cnc3c([nH]c4ccc(C)cc43)c2=O)CC1
 : -3	-6
COc1ccc(N(CC(=O)N2CCC(C)CC2)S(=O)(=O)c2ccccc2[N+](=O)[O-])c(OC)c1
 : -9	27
O=C(O)CCN1CCOCC1
 : 48	-21
Cc1c(Nc2ncnc3c2cnn3-c2ccc(Cl)cc2)c(=O)n(-c2ccccc2)n1C
 : -3	10
Clc1ccc(-c2nnc(/C=C/c3cccc4ccccc34)o2)c(Cl)c1
 : x	-17
Cc1cc([N+](=O)[O-])ccc1NC(=O)COc1ccc(C(C)C)cc1
 : -1	-10
COc1cc(C(=O)N2CCC(CC(=O)NC3CCCCC3)CC2)cc(OC)c1OC
 : -1	1
CCN(CC)C(=O)CSc1nc(C)cc(C)c1C#N
 : 0	-5
Cc1ccc(CNC(=O)c2ccc(CN3C(=O)C4CCCN4C(=O)c4ccccc43)cc2)o1 (stereo unspecified)
 : -5	23
Cc1ccnc(N2CCC(C(=O)NCCN3CCC(C)CC3)CC2)n1
 : 0	7
O=C(Cc1ccccc1)NC1CC2CCC1C2 (stereo unspecified)
 : 4	-3
CC(=O)c1cc(C#N)c(SC2C=CCCC2)nc1C (stereo unspecified)
 : -3	-8
CCOc1cc(/C=C2\NC(=O)NC2=O)cc(Cl)c1O
 : -2	8
COc1ccccc1C1CCN(c2ccc(C=CC(=O)NNC(=O)c3ccc(C(F)(F)F)cc3)cc2[N+](=O)[O-])CC1
 : -8	x
NS(=O)(=O)c1ccc(CCNS(=O)(=O)c2ccccc2[N+](=O)[O-])cc1
 : 1	-4
N#Cc1cc(F)ccc1C(F)(F)F
 : x	1
CC(=O)N1CCC(C(=O)N2CCCC2c2nc(-c3cccc(C(F)(F)F)c3)no2)CC1 (stereo unspecified)
 : -3	-5
Cc1ccc(C)c(S(=O)(=O)N2CCC(n3cnc4cc(F)ccc4c3=O)CC2)c1
 : -8	1
CC(C)(C)C(=O)Nc1nnc(SCc2cccc(C(F)(F)F)c2)s1
 : -3	-23
COc1ccc(-c2cc(C(=O)Nc3cc(C)on3)c3ccccc3n2)cc1OC
 : -3	-1
CCOCc1nnc(NC(=O)C2CC(=O)N(CCc3c[nH]c4ccc(C)cc34)C2)s1 (stereo unspecified)
 : -3	20
CCCCN1C(=O)C2C3C=CC(C2C1=O)C1C2C(=O)N(CCCC)C(=O)C2C31 (stereo unspecified)
 : -3	-1
CC(CC(N)=O)c1ccccc1 (stereo unspecified)
 : 2	-15
COc1c(I)cc(/C=C2\Sc3ccccc3C2=O)cc1[N+](=O)[O-]
 : 1	31
CC(NC(=O)/C(=C\c1ccc2c(c1)OCO2)NC(=O)c1ccco1)C(=O)O (stereo unspecified)
 : 6	0
CCOC(=O)N1CCN(C(=O)c2cnn(-c3ccccc3)c2NC(=O)c2ccccc2F)CC1
 : -1	-2
Cc1cc(C2CCCN2C(=O)c2cc(-c3cccc(Cl)c3)on2)on1 (stereo unspecified)
 : -2	-5
CC(=O)c1ccc(NC(=O)CN2CCC(c3nc(-c4cccc(F)c4)no3)CC2)cc1
 : -2	2

The closing two entries of the part above lead into the next.
Every second line gives: Pf apPOL inh	mHTT CaM bind
Cc1cc(C2CCCN2C(=O)c2cc(-c3cccc(Cl)c3)on2)on1 (stereo unspecified)
 : -2	-5
CC(=O)c1ccc(NC(=O)CN2CCC(c3nc(-c4cccc(F)c4)no3)CC2)cc1
 : -2	2
CCOc1ccc(NC(=O)N2CCC(N3CCN(Cc4ccc(C)cc4)C3=O)CC2)cc1
 : 11	3
O=C(Nc1ccc(F)cc1Cl)c1cn(-c2ccc(Cl)cc2)c(=O)c2ccccc12
 : -4	0
Cc1ccc(-n2nc3c(c2NC(=O)c2ccc(Cl)c([N+](=O)[O-])c2)CSC3)cc1
 : -3	-3
CCOC(=O)C(NC(=O)Nc1ccccc1)(Nc1ccccc1OC)C(F)(F)F (stereo unspecified)
 : -5	x
Cc1ccccc1SCCNC(=O)Nc1cc(F)c(F)cc1Cl
 : 2	-28
O=C(Nc1ncn[nH]1)c1ccc(F)cc1
 : -4	2
O=C(Nc1ccccc1)c1ccc(O)c([N+](=O)[O-])c1
 : -7	6
Cc1ccc(C(=O)N2CCCCC2CCN2CCOCC2)cc1 (stereo unspecified)
 : -2	0
Cn1ccc(CNC(=O)COc2ccc(Br)cc2)n1
 : 1	-6
COc1ccccc1C(=O)N1CCN(Cc2ccncc2)CC1
 : 2	-2
Cc1nc(N)nc(-c2ccccc2O)n1
 : 0	-4
CCNCCNc1ccc([N+](=O)[O-])cc1
 : -8	6
COc1cccc(N2C(=O)C(O)=C(C(C)=O)C2c2ccccc2[N+](=O)[O-])c1 (stereo unspecified)
 : -2	41
COCCN1C(=O)C(=O)C(=C(O)c2ccc(C)cc2)C1c1ccc(O)cc1 (stereo unspecified)
 : -6	-2
CCN(CC)S(=O)(=O)c1ccc(Cl)c(C(=O)Nc2cccc(C(=O)O)c2)c1
 : 5	-5
N#Cc1c(SCC(N)=O)sc2c(=O)[nH]c(=O)[nH]c12
 : x	-1
CCn1cnnc1C1CCCCN1S(=O)(=O)c1cccc(OC)c1 (stereo unspecified)
 : 3	2
Cc1ccc(S(=O)(=O)NN=Cc2ccc(O)cc2O)cc1
 : -4	x
COc1ccc(NC(=O)C2CCCN(C(=O)c3cccc(C(F)(F)F)c3)C2)cc1Cl (stereo unspecified)
 : 2	32
COc1ccc(CNC(=O)c2ccn3c(-c4ccccc4)nnc3c2)cc1
 : -5	-4
CC1CCN(C(=O)c2ccc3ncnc(N4CCCCC4)c3c2)CC1
 : -1	-9
COc1ccc2c(C)c(-c3cc(=O)oc4c(C)c(C)ccc34)oc2c1
 : 4	-5
Cn1c(CC2CCN(C(=O)c3ccccc3C(F)(F)F)C2)nc2cccnc21 (stereo unspecified)
 : -7	-2
COCCN1CC(C(=O)NCc2ccccc2OC)CC1=O (stereo unspecified)
 : -9	-2
O=C(NCc1cccc(Cl)c1)C1CCN(c2ncnc3c2nc2n3CCCCC2)CC1
 : -2	5
COc1ccc(N2C(=O)CSC2c2ccc(C(C)(C)C)cc2)cc1OC (stereo unspecified)
 : 2	39
O=C(Nc1ncn[nH]1)c1ccccc1O
 : -11&-6&-4	99*!
O=C(CSCC(=O)c1ccccc1)Nc1ccccc1Cl
 : -6	-12
CN1CCN(c2nc3c(=O)[nH]cnc3n2C2OC(CO)C(O)C2O)CC1 (stereo unspecified)
 : -6	-5
Cc1ccc(C(C)C)c(OCC(C)CNCC2CCCO2)c1 (stereo unspecified)
 : 3	-1
O=C(O)CC(CC(=O)N1CCN(C(=O)c2ccco2)CC1)c1ccccc1 (stereo unspecified)
 : -3	x
N#CC1=C(N)Oc2cc(O)ccc2C1c1ccccc1 (stereo unspecified)
 : -1	-2
CCN(CC)C(=O)c1sc2cc(C)ccc2c1Cl
 : -2	-21
Cc1ccc(CCNC(=O)C2CCN(c3ncnc4c3nc3n4CCCCC3)CC2)cc1
 : 3	5
COc1ccc(C(=O)Nc2cccn3c(C)nnc23)cc1F
 : 0	-10
ON=C1CCCc2nnc3c(c21)CCCC3
 : -6&5	x
O=[N+]([O-])c1ccc(O)c(C=Nc2ccc(C34CC5CC(CC(O)(C5)C3)C4)cc2)c1
 : 2	-3
COc1ccc(C2CC(C3(C)CCCCC3)=NO2)cc1 (stereo unspecified)
 : -1	-30
FC(F)(F)c1cccc(N2CCC(N=CN3CCOCC3)=N2)c1
 : -19	37
COc1ccc(CCNc2cc(N3CCNCC3)ccc2[N+](=O)[O-])cc1OC
 : -4	36
CCNC(=O)C(=O)Nc1ccccc1F
 : 1	2
O=C(Nc1ccc([N+](=O)[O-])cc1)c1ccc2ccccc2n1
 : -2	3
Clc1ccc(CN2CCc3nc(N4CCOCC4)ncc3C2)cc1
 : 0	4
Cc1sc(N)c(C(N)=O)c1C
 : x	27
COc1ccccc1OCC(=O)N(CCc1ccccc1)Cc1ccccn1
 : -9	-16
O=C(c1cc2nc(-c3ccc4c(c3)OCO4)cc(C(F)(F)F)n2n1)N1CCc2ccccc2C1
 : 4	-11
O=C(NCc1ccccc1)c1ccccc1-c1nc2ccccc2[nH]1
 : 6&2	-2&2
COc1ccc(C(=O)N2CCC(c3noc(-c4ccccc4OC)n3)CC2)c(OC)c1
 : -3	10
Cc1cc(C)nc(NS(=O)(=O)c2ccc(N=Cc3ccc([N+](=O)[O-])cc3)cc2)n1
 : -1	3
Cc1cc(-c2nnc(-c3ccc(C(F)(F)F)cc3)o2)no1
 : -9	x
COCCC1CCN(C(=O)CN(C)C(=O)c2ccc(C)cc2)CC1
 : 4	5
O=c1/c(=C/c2cccc(Br)c2)sc2nc(-c3cccs3)nn12
 : 4	2
Cc1ccc(NC(=O)C2CCN(c3cc(N4CCCC4)ncn3)CC2)cc1F
 : -6	17
O=C(C1CCCCC1)N1CC(c2nc(-c3cccnc3)no2)C2(CCOCC2)C1 (stereo unspecified)
 : -8	1
Cc1ccc(N2C=C(C#N)S(=O)(=O)c3ccc(C)cc32)c(C)c1
 : 1	-1
COC(=O)COc1ccc2c(c1)OC(=Cc1ccc(C(=O)OC)cc1)C2=O
 : -6	-5
Clc1cccc(-c2cn3ccsc3n2)c1
 : 2	-2
Cn1nc(-c2nc(C3CC3)no2)c2c1CCN(C(=O)c1ccc(Br)cc1)C2
 : 1	-5
COc1ccc(N2CCn3c(SCC(=O)Nc4nc5ccccc5s4)nnc32)cc1
 : 4	6
COc1ccc(-c2nnc3c4cnn(Cc5ccccc5)c4ncn23)cc1
 : 1	-1

Looked up above.
`COc1ccc(C(=O)Nc2cccn3c(C)nnc23)cc1F` in mHTT CaM bind → -10
`Cc1sc(N)c(C(N)=O)c1C` in mHTT CaM bind → 27
`O=C(NCc1ccccc1)c1ccccc1-c1nc2ccccc2[nH]1` in mHTT CaM bind → -2&2
`Clc1cccc(-c2cn3ccsc3n2)c1` in mHTT CaM bind → -2
`Cc1ccc(N2C=C(C#N)S(=O)(=O)c3ccc(C)cc32)c(C)c1` in mHTT CaM bind → -1
`O=C(Nc1ccc([N+](=O)[O-])cc1)c1ccc2ccccc2n1` in Pf apPOL inh → -2

Carrying on:
Every second line gives: Pf apPOL inh	mHTT CaM bind
O=C(NC1CCCCC1)c1cn2ccncc2n1
 : -4	-1
O=[N+]([O-])c1ccc(N2CCN(c3nc(N4CCN(CCO)CC4)nc4ccccc34)CC2)cc1
 : 0	34
Cc1oc(C(C)C)nc1C(=O)NC1CCCCC1
 : 2	0
COCCC1CCN(C(=O)C(C)Oc2ccccc2)CC1 (stereo unspecified)
 : -6	0
COc1ccccc1-c1cc(CC(C)C)nc(C#N)c1N
 : -9	3
Cc1nc(-c2ccccc2)cc(N2CCCC2)n1
 : -2	-3
CS(=O)(=O)c1ccc2nc(NC(=O)c3ccncc3)sc2c1
 : -5	-1
Cc1cccc(Cc2c(C)nc3nc(SCC(=O)NC4CC4)nn3c2C)c1
 : -2	5
CSC(SC)=C(C#N)c1nc2ccccc2s1
 : -19&-14	x
CSC(=NCc1ccc(-c2cccs2)s1)NC#N
 : -22	x
CCc1ccc(C(=O)N2CCC(c3nc(C(=O)N4CCCC4)c(C)o3)CC2)cc1
 : 0	21
CC1(C)OC(C)(C)/C(=C\c2ccc(OCC(N)=O)cc2)C1=O
 : -2	1
CCOc1ccc(C(=O)Nc2cc(OC)ccc2OC)cc1[N+](=O)[O-]
 : 2	0
O=C(CCC1CCN(c2cc(NC3CC3)ncn2)CC1)NCc1ccccc1
 : 3	0
Cc1cccc(C(=O)N2CCCC(C(=O)Nc3ccc(CN4CCCC4)cc3)C2)c1 (stereo unspecified)
 : -11	41
COc1ccccc1/C=C/CN1CCN(C)CC1
 : 3	-5
O=C1C2CC=C(Cl)CC2C(=O)N1c1ccccc1O (stereo unspecified)
 : 0	-4
COC(CNC(=O)c1ccc2c(c1)nc(C)n2-c1cccc(Cl)c1)OC
 : -4	9
CC(=O)N1CCc2sc(C(=O)NCCCN3CCOCC3)cc2C1
 : -5	-1
N#CC1=CN(c2ccc(F)c(Cl)c2)c2cc(Cl)ccc2S1(=O)=O
 : -2	-5
CCc1nc(NC)nc(OC)n1
 : 36	39
CC(C)N1C(=O)Cc2ccccc2C1C(=O)NCc1ccc(F)cc1 (stereo unspecified)
 : 3	-6
Cc1ccc(S(=O)(=O)NC(=O)Nc2cc(C)ccc2F)cc1
 : -1	-4
CC(=O)ONC(=O)c1ccc([N+](=O)[O-])cc1
 : -3	x
COc1ccc(Cc2nnc(N)o2)cc1OC
 : -11	x
COc1ccccc1CCC(=O)N1CCC(c2nncn2C(C)C)CC1
 : -3	2
COC(=O)c1cccc(NC(=O)C2CCN(c3cc(N4CCCC4)ncn3)CC2)c1
 : -10	12
O=C(Nc1c2c(nn1-c1ccc(Cl)cc1)CSC2)c1ccc([N+](=O)[O-])cc1
 : 0	11
COc1ccc(Nc2ncnc(N)c2[N+](=O)[O-])cc1OC
 : 0	4
COc1ncc(C(=O)Nc2ccc(C)cc2C)c(C)n1
 : 0	-11
COC(=O)COc1ccc2c(C)c(-c3ccc(OC)cc3)c(=O)oc2c1
 : -20	-1
CS(=O)(=O)N1CCC(C(=O)Nc2cccc(Cl)c2Cl)CC1
 : -4	-12
Cc1ccc(-c2[nH]ncc2CNC(=O)Cc2cccs2)cc1
 : 0	-1
Cc1ccc(-c2cc(C(F)(F)F)n3nc(C(=O)NCc4cccnc4)cc3n2)cc1
 : -17	-5
Fc1ccc(/C=C/c2nnc(-c3ccc(Cl)cc3Cl)o2)cc1
 : x	-8
